UGM FP inh = blocks M. tuberculosis UGM enzyme; inhibition, % at 10 µM; purified UGM, fluorescence polarization probe displacement; hit rate 0.06% among 320,000; P9WIQ1; in the data active = inhibition above about 10%, passing the limit was not always enough; inconclusive = no clear call, values can overlap the other calls
Target sequence (P9WIQ1 whole entry, looked up): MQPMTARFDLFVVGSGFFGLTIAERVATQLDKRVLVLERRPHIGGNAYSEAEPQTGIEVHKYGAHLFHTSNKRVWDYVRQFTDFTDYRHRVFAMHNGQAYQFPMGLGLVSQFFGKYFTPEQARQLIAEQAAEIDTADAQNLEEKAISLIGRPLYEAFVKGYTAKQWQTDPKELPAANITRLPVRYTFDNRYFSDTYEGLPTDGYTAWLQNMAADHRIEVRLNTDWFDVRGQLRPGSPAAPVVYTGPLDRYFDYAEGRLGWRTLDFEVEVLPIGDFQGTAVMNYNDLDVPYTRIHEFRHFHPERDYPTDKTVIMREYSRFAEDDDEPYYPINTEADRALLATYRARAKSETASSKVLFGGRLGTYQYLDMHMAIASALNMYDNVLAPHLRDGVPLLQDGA
BioA inh = BioA (M. tuberculosis) enzyme inhibition; purified M. tuberculosis BioA enzyme, plate reader; inhibition, % at 9.99 µM; hit rate 0.096% among 360,000; AID 602481; in the data active = inhibition above about 40%; inconclusive = no clear call, values can overlap the other calls
BoNT A protease = blocks Botulinum neurotoxin A light chain protease | inhibition, % at 10 µM | multiplex microsphere protease substrate cleavage, flow cytometry | hit rate 0.17% among 360,000; note: plate controls were buffer without enzyme for full effect and enzyme alone for no effect
BoNT F protease = blocks Botulinum neurotoxin F light chain protease. Multiplex microsphere protease cleavage assay, flow cytometry. inhibition, % at 10 µM. hit rate 0.22% among 360,000; in the data active = inhibition above about 35%, passing the limit was not always enough; inconclusive = no clear call, values can overlap the other calls; note: plate controls were buffer without enzyme for full effect and enzyme alone for no effect
Anthrax LF inh2 = anthrax lethal factor protease inhibition | P15917 | multiplex microsphere protease cleavage assay, LF | inhibition, % at 10 µM | hit rate 0.12% among 360,000 | AID 588501; note: plate controls were buffer without enzyme for full effect and enzyme alone for no effect
GDH-TPI inh = inhibits GDH-TPI coupling enzymes, artifact for Mtb FBA screen; GDH-TPI coupled enzyme counterscreen, NADH absorbance; inhibition, % at 4.8 µM; hit rate 1.2% among 360,000; AID 588335; in the data active = inhibition above about 30%;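 note: 0% = DMSO wells and 100% = wells lacking the enzyme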
Mtb FBA inh = Mtb fructose-bisphosphate aldolase inhibition | P9WQA3 | purified M. tuberculosis FBA, fluorescence read-out | inhibition, % at 1 µM | hit rate 2.3% among 360,000 | AID 588726; in the data active = inhibition above about 27%;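 note: 0% = vehicle and 100% = reference inhibitor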
Target sequence (P9WQA3 whole entry, looked up): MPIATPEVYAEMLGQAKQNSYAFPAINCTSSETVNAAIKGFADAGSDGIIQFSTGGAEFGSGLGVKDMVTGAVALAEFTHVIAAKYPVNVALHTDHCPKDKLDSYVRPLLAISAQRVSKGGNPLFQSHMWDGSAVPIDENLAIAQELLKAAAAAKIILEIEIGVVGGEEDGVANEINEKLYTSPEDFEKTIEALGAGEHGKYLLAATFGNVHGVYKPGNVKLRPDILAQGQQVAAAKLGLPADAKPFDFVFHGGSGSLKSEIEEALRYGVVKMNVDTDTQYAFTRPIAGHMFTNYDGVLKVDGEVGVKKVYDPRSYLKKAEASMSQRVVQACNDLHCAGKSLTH
PfHsp40 yeast = compounds rescuing yeast from Plasmodium falciparum HSP40 toxicity; S. cerevisiae expressing PfHsp40, growth rescue, ATP luminescence; growth rescue, % at 12.5 µM; hit rate 0.68% among 340,000; AID 504582; in the data active = growth rescue above about 28%, passing the limit was not always enough; inconclusive = no clear call, values can overlap the other calls;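 note: yeast W303a lacking pdr1 and pdr3 grown in galactose medium; growth measured after three days at 30 °C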
FadD28 binding = M. tuberculosis FadD28 bisubstrate binding inhibition; hit rate 0.22% among 360,000; inhibition, % at 12.5 µM; FadD28 bisubstrate probe binding, fluorescence polarization; in the data active = inhibition above about 8.5%, passing the limit was not always enough; inconclusive = no clear call, values can overlap the other calls
Starred values were filed as active, the others as inactive; ? = inconclusive; nt = no result given. Cut-off read from the data, not from the text of the source, unless noted: active = inhibition above about 30%; inconclusive = no clear call, values can overlap the other calls; inactive = below that.

SMILES | UGM FP inh | BioA inh | BoNT A protease | BoNT F protease | Anthrax LF inh2 | GDH-TPI inh | Mtb FBA inh | PfHsp40 yeast | FadD28 binding
Cc1nn(-c2cccc(C(F)(F)F)c2)c(Cl)c1/C=N/n1cnnc1 | 1.5 | nt | -0.6 | -2.8 | -1.0 | -11.2 | -3.4 | 0.5 | -6.1
Cc1ccc(-n2nnnc2-c2cnc3cc4c(cc3c2C)OCO4)cc1 | 0.2 | -1.8 | 0.0 | 0.1 | -2.0 | 25.7 | 2.9 | -1.5 | 0.5
CCCCOC(=O)Cn1c(=O)c2c(nc3n2CCCCN3c2ccc(C)cc2)n(C)c1=O | 1.9 | 2.7 | -0.3 | 3.3 | -3.3 | 4.5 | -1.0 | 0.3 | -2.6
Cc1cc(C)c(OCCCCN2CCC(C)CC2)c(Br)c1 | 2.6 | nt | -0.1 | 2.6 | -6.3 | 1.2 | 1.7 | 0.5 | -0.5
Cc1ccc(S(=O)(=O)N2C[C@H]3C(=O)C[C@@H](c4ccccc4C)N(S(=O)(=O)c4ccc(C)cc4)[C@H]3C[C@H]2c2ccccc2)cc1 | nt | -1.0 | -0.5 | -5.2 | 0.3 | nt | 2.9 | nt | -1.0
CC(C)COc1cccc(C(=O)NC(=S)NCc2cccnc2)c1 | -1.1 | 0.4 | -0.6 | -3.2 | -1.1 | 3.3 | 0.8 | 8.8 | 0.1
COc1ccc2c(CC#N)c[nH]c2c1 | 4.4 | -0.9 | 0.4 | -1.0 | 1.0 | 0.0 | -0.4 | -0.8 | -5.2
S=C(NCC1CCCO1)Nc1cccc2ccccc12 (configuration not stated) | 2.3 | 0.2 | -0.5 | 3.0 | -8.4 | -1.6 | 6.2 | -0.4 | -2.1
O=S(=O)(c1cccs1)N1CCC(CO)(Cc2ccc(Cl)cc2)CC1 | -3.3 | nt | 0.7 | -6.6 | -2.2 | -1.6 | 1.2 | 1.4 | -5.7
COc1cccc(C2=CC(c3cccc(OC)c3OC(F)F)n3nnnc3N2)c1 (configuration not stated) | -2.3 | 1.6 | 0.2 | -8.0 | -1.0 | -7.8 | 1.4 | -0.6 | -5.9

Limited to Anthrax LF inh2 and GDH-TPI inh (2 entries from above):
canonical_smiles,Anthrax LF inh2,GDH-TPI inh
Cc1cc(C)c(OCCCCN2CCC(C)CC2)c(Br)c1,-6.3,1.2
Cc1ccc(S(=O)(=O)N2C[C@H]3C(=O)C[C@@H](c4ccccc4C)N(S(=O)(=O)c4ccc(C)cc4)[C@H]3C[C@H]2c2ccccc2)cc1,0.3,nt

Further entries follow:
SMILES | UGM FP inh | BioA inh | BoNT A protease | BoNT F protease | Anthrax LF inh2 | GDH-TPI inh | Mtb FBA inh | PfHsp40 yeast | FadD28 binding
C=CCNc1nc(Nc2ccccc2F)nc(OCC)n1 | -0.9 | nt | 0.1 | 11.6 | 5.7 | 4.5 | -0.8 | -2.2 | -2.1
Nn1c(SCC(=O)NC2CCCCC2)nnc1C1CC1 | 2.1 | 0.2 | 0.3 | -3.8 | -5.7 | 3.4 | -3.0 | 1.1 | -1.0
CC(=O)Oc1c(Cl)cc(N(C(C)=O)S(=O)(=O)c2ccccc2)c2ccccc12 | 0.0 | -0.8 | 0.6 | -12.2 | 1.1 | 0.7 | 1.9 | nt | -2.5
COc1cc2c(cc1OC)CN(c1ccc([N+](=O)[O-])cc1C#N)CC2 | -1.7 | nt | 1.5 | -2.9 | -1.6 | 16.1 | -0.3 | 2.8 | -3.2
CC(=O)Nc1ccc(NC(=O)C2CCN(S(=O)(=O)c3ccc4c(c3)OCCO4)CC2)cc1 | -1.0 | 1.9 | 0.2 | -2.4 | -5.4 | -2.2 | 3.7 | -0.8 | -0.6
O=c1c2[nH]c3ccccc3c2ncn1Cc1ccncc1 | -1.4 | 0.0 | 0.2 | -11.8 | -2.2 | 2.7 | 7.9 | 1.4 | -3.6
COc1cccc(OC)c1C(=O)Nc1ccc(C)cc1C(=O)c1ccccc1 | -0.5 | nt | 0.2 | 2.7 | 1.6 | -3.0 | 1.7 | 0.0 | -2.0
O=[N+]([O-])c1cc([As](=O)(O)c2ccc(O)c([N+](=O)[O-])c2)ccc1O | -3.1 | -0.9 | -1.3 | ? | 1.3 | 10.9 | -3.5 | 0.1 | -3.5
Cc1ccccc1NC(=O)COc1ccc(S(=O)(=O)N2CCCC2)cc1C | -3.0 | 0.1 | 1.4 | -3.1 | -2.8 | 2.2 | -0.1 | -0.6 | -2.6
Cc1ccc2[nH]c(=O)c(CN(Cc3nnnn3C3CCCC3)C3CCCCC3)cc2c1 | -0.8 | -7.7 | 1.8 | 0.4 | -1.7 | 13.2 | 7.2 | -0.2 | 0.9
CC(C)OCCCNC(=O)CN1C(=O)CC(C)(C)S(=O)(=O)c2ccccc21 | 0.2 | -1.2 | -0.2 | 0.4 | -4.1 | 0.0 | 3.1 | 1.0 | -0.9
Cc1ccc(C)c(NC(=O)CCC(=O)N/N=C/c2cccnc2)c1 | 1.9 | -0.6 | 0.1 | -1.5 | 3.0 | -1.3 | 0.2 | -1.4 | -1.8
COc1ccc(CC(NC(C)=O)C(=O)N2CCN(C(=O)N(C(C)C)C(C)C)CC2)cc1 (configuration not stated) | -2.8 | -6.4 | -0.2 | 3.0 | -1.0 | 15.7 | 1.2 | -0.4 | -0.6
O=C1/C(=C\c2ccccc2)C2OCC=C3CN4CCC56c7ccccc7N1C5C2C3CC46 (configuration not stated) | -1.4 | 2.3 | -0.1 | 8.2 | 5.9 | 2.9 | -1.7 | -0.1 | -2.7
COC(=O)c1ccccc1NC(=O)CS(=O)(=O)Cc1nc(-c2ccc(C)cc2)oc1C | -1.0 | -0.8 | -0.4 | -6.7 | 1.9 | -5.8 | -3.6 | 1.1 | -5.2
Cc1ccc(-c2csc(NC(=O)CN3CC(C)OC(C)C3)n2)cc1 (configuration not stated) | 0.1 | 1.1 | -0.7 | 6.7 | -2.8 | -2.5 | 42.4* | 1.1 | -4.6
CCc1nc2c(OCC(=O)c3ccc(F)cc3)cccn2c1N(C)C(=O)c1ccc(OC)cc1 | nt | -0.3 | 0.2 | 1.2 | -0.3 | 13.7 | -3.6 | nt | -0.6
Cc1onc(-c2c(Cl)cccc2Cl)c1COC(=O)c1ccc([N+](=O)[O-])cc1 | 2.8 | 1.8 | 4.1 | ? | 22.9 | -13.1 | -0.7 | 0.2 | -2.6
CSC1=C(C#N)C2(CCCCC2)C(C(=O)Nc2ccccc2)=C(C)N1 | nt | -0.1 | 0.4 | -1.1 | -2.0 | -6.2 | 1.5 | 1.4 | -3.2
C=CC#CC1(O)CC(C)N(C)CC1C (configuration not stated) | -0.2 | nt | 0.0 | -3.0 | -6.7 | 6.9 | 6.3 | 0.6 | -3.0

A few values from the list.
COC(=O)c1ccccc1NC(=O)CS(=O)(=O)Cc1nc(-c2ccc(C)cc2)oc1C in BoNT F protease → -6.7
O=C1/C(=C\c2ccccc2)C2OCC=C3CN4CCC56c7ccccc7N1C5C2C3CC46 (configuration not stated) in BoNT F protease → 8.2

Following part:
SMILES | UGM FP inh | BioA inh | BoNT A protease | BoNT F protease | Anthrax LF inh2 | GDH-TPI inh | Mtb FBA inh | PfHsp40 yeast | FadD28 binding
C=CCN1CC[C@]23c4c5ccc(O)c4O[C@H]2/C(=N/NC(=O)c2ccccc2)CC[C@@]3(O)[C@H]1C5 | -3.7 | -0.7 | -0.6 | -5.5 | -2.2 | -1.4 | -1.8 | 0.3 | -4.0
CC(C)c1ccc(N2C(=O)CC(Sc3ncccn3)C2=O)cc1 (configuration not stated) | 3.4 | -2.8 | -0.3 | -11.6 | 8.6 | 7.7 | 1.8 | 0.4 | 0.2
CC(=O)Nc1ccc(S(=O)(=O)N(C#N)c2nc(N(C)C)nc(N(C)C)n2)cc1 | -3.0 | -1.2 | -2.6 | ? | -2.6 | -2.2 | -5.0 | -2.3 | -3.1
C[C@@H]1CN([C@@H](C)CO)C(=O)CCCn2cc(nn2)CO[C@H]1CN(C)S(=O)(=O)c1ccc(-c2ccccc2)cc1 | nt | -0.1 | -0.1 | -3.8 | -3.0 | -0.5 | -2.9 | nt | -2.3
O=[N+]([O-])c1cc([N+](=O)[O-])c2c(=Nc3ccccc3)n(-c3ccccc3)n(O)c2c1 | -0.4 | nt | 0.9 | -25.1 | -11.4 | 7.9 | -6.1 | -1.0 | -10.5
Cc1ccc(S(=O)(=O)NCCC(=O)Nc2ccncc2)cc1C | -0.2 | 0.1 | -1.8 | -6.2 | 6.3 | 4.3 | -0.1 | -1.0 | -0.9
O=C(/C=C/c1cccs1)N1CCCC1 | 1.1 | nt | -7.1 | ? | -23.2 | 4.8 | -0.9 | -2.9 | -2.5
CCOC(=O)CC(NC(=O)C(CC)c1ccccc1)c1ccccc1Cl (configuration not stated) | nt | -1.6 | -0.6 | -2.8 | -2.5 | -1.1 | 2.2 | -0.8 | -4.1
CCOC(=O)c1ccc(NC(=S)N(CCCN2CCN(CC)CC2)Cc2cccs2)cc1 | 0.5 | nt | -0.5 | 1.6 | -4.5 | -6.8 | 1.0 | -0.7 | -0.4
CCOC(=O)c1c(NC(=O)COc2cccc3c2CCN(CC)C3=O)sc2c1CCC2 | -1.0 | -0.5 | 1.1 | 5.1 | -0.4 | 6.4 | 1.0 | -1.2 | -1.4
COc1cc(S(=O)(=O)N2CCC(C(N)=O)CC2)c(C)cc1C | 4.7 | 0.7 | 0.8 | 2.1 | -1.5 | 13.9 | 1.8 | -1.4 | -3.9
Cc1cc(C)c(S(=O)(=O)c2ccccc2)c(OC(=O)c2c(Cl)cccc2Cl)n1 | 1.0 | 5.0 | 0.0 | 4.6 | -2.6 | 3.0 | 2.7 | -0.6 | -3.5
COc1cccc(C2c3c(oc4ccc(Cl)cc4c3=O)C(=O)N2c2cc(C)on2)c1OC (configuration not stated) | 3.6 | 0.6 | -1.3 | -2.4 | -4.7 | 15.7 | 3.1 | -1.3 | -0.7
Cc1nc2ncnn2c(N2CCC(C(=O)NCC3CCCO3)CC2)c1Cc1ccccc1 (configuration not stated) | -1.7 | nt | -0.1 | -7.9 | -1.8 | 3.2 | -2.2 | -0.9 | -0.5
COc1ccc(-n2nc3c(N4CCC(C(=O)NCc5ccccc5)CC4)nnc(C)c3c2C)cc1 | -1.0 | -1.3 | 1.9 | 9.7 | -0.5 | -3.9 | 3.4 | 5.0 | -1.5
COc1cc(S(=O)(=O)N2CCCCC2)ccc1NC=O | -0.4 | nt | nt | nt | nt | 4.2 | -1.0 | -1.5 | -1.4
COC(=O)Cc1c(C(=O)OC)nnn1-c1cccc(C(F)(F)F)c1 | 2.7 | nt | -0.1 | -1.9 | -2.0 | 3.9 | 0.4 | -0.9 | 0.6
c1cncc(C(c2nnnn2C2CCCCC2)N2CCCCC2)c1 (configuration not stated) | 0.0 | 0.9 | -0.1 | -7.0 | 0.9 | 3.8 | 0.0 | -1.3 | -1.7
COc1cccc(C(=O)NCC(=O)OCc2ccc(F)cc2Cl)c1 | 0.8 | nt | -0.2 | -4.7 | 0.1 | 7.8 | 2.5 | -0.8 | -1.0
CCCNC(=O)N(C)c1nncnc1C(=O)NC | -0.8 | -2.7 | 0.2 | 7.0 | 5.0 | 0.0 | 0.1 | 0.1 | -0.2
Cc1ccc(C(=O)O)cc1NC(=O)CSc1nnc(-c2ccccc2F)n1C1CCCCC1 | 0.0 | -0.4 | 3.0 | -3.6 | 0.3 | 2.5 | -0.6 | 3.0 | 0.2
CO/N=C(/CS(=O)c1ccc(Br)cc1)c1ccc(OC)cc1 (configuration not stated) | -2.8 | 0.9 | -0.4 | -11.1 | -0.4 | 6.8 | 0.3 | 0.2 | -2.2
CC(C)CN(C(=O)COC(=O)CSc1ccc([N+](=O)[O-])cc1)C1CCS(=O)(=O)C1 (configuration not stated) | 1.1 | 2.1 | nt | nt | nt | 14.3 | -4.0 | 1.3 | -2.2
Cc1ccc(NC(=O)C(=O)NCc2ccc(/C=N/NC(=O)c3c(C)nc4ccccn34)o2)cc1 | -3.9 | -7.7 | 1.2 | 12.1 | -1.7 | 42.0* | -2.0 | -0.2 | -2.6
COc1ccc(NC(=O)NNC(=O)c2ccc(-c3ccccc3)cc2)c(OC)c1 | 1.6 | -1.8 | -2.8 | -1.2 | -1.3 | 11.2 | 5.6 | 2.7 | -1.1
O=C(N/C(=C\c1ccc(Br)cc1)C(=O)N1CCCC1)c1ccccc1F | 2.0 | -0.7 | 0.5 | -2.8 | -1.6 | 7.6 | -2.0 | -0.8 | 0.3

From PubChem BioAssay
